High-throughput results: PubChem BioAssay, National Center for Advancing Translational Sciences (NCATS)
FBPA Giardia inh = qHTS Assay for Inhibitors of Fructose-1,6-bisphosphate Aldolase from Giardia Lamblia; Potency, µM (titrated, usually from 59.6 µM), for inactives: at the highest dose activity, negative = inhibition, most hits filed as inhibitors; actives 0.71% (n = 290,000); purified Giardia FBPA; note: potency is the fitted concentration of half-maximal effect; nearly all actives have a fitted effect of over 55% in size
Target sequence (A8B2U2 whole entry, looked up): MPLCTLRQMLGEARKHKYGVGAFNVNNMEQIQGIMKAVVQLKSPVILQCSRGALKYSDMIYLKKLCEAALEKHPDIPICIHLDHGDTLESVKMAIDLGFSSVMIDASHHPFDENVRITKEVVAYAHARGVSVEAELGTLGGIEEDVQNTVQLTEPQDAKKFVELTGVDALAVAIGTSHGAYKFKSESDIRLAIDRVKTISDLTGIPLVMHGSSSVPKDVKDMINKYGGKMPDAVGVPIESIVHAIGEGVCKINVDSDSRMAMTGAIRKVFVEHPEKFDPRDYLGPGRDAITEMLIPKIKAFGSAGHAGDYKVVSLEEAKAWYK
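Giardia FBPA (40 nM reagent) was preincubated 10 min at RT with compound (up to 57.5 uM final), then substrate plus GAPDH/TPI/NAD/arsenate coupling system with diaphorase/resazurin was added; resorufin fluorescence (525/598 nm) was read after 20 min.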
AmpC detergent = qHTS Inhibitors of AmpC Beta-Lactamase (assay with detergent) | P00811 | AmpC hydrolysis of nitrocefin, absorbance 480 nm, 0.01% Triton | Potency, µM (series often up to 114 µM), without a hit: top-dose activity change, negative = inhibition, usual class: inhibitors | actives 0.041% (n = 370,000);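 note: potency is the fitted concentration of half-maximal effect; 0% = no-compound wells and -100% = no-enzyme wells; nearly all actives have a fitted effect of over 25% in size; some results filed as inactive show a strong effect at the top dose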
Target sequence (P00811 whole entry, looked up): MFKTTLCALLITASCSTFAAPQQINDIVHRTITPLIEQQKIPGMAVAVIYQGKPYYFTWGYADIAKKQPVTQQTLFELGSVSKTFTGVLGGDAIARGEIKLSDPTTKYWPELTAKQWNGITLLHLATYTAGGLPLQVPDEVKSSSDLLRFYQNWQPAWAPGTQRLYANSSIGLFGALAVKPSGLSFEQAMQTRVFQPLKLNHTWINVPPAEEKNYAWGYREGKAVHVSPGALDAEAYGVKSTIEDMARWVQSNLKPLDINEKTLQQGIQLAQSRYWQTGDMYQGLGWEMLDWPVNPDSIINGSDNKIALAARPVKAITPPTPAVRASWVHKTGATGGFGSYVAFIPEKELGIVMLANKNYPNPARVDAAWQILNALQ
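20 mM phosphate pH 7.0 + 0.01% (detergent screen) or 0.0001% Triton X-100; 5.3 nM AmpC reagent; cpd preinc 15 min RT; nitrocefin (800 uM stock) to start; A480 q20 s × 4 min; Activity was normalised to no-enzyme and no-compound control wells.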
HCMV inh = qHTS Assay for inhibitors of the human cytomegalovirus (HCMV); actives 4.5% (n = 410,000); activity change, negative = inhibition, % at 57.5 µM; AID 1259415, 2018; HFF cells, HCMV-luciferase reporter, 72 h; hits give low values; in the data active = activity change below about -60%; inconclusive = no clear call, values can overlap the other calls; inactive = above about -39%
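Cell-based, HFFs, 1000 cells/well, 16 h 37C; cpds in DMSO + HCMV-luc, MOI 1 PFU/cell; 72 h 37C; OneGlo luminescence after 5 min RT; norm. to buffer vs Salinomycin 10uM.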
AMA1 RON2 block = qHTS for Inhibitors of AMA1-RON; Towards Development of Antimalarial Drug Lead: Primary Screen | Plasmodium falciparum AMA1 (3D7) - RON2 peptide interaction | AlphaScreen AMA1-biotinylated RON2 peptide binding | Potency, µM (series often up to 58.2 µM), for inactives: at the highest dose activity change, negative = inhibition, actives largely listed as inhibitors | actives 0.2% (n = 360,000) | AID 720542, 2013;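 note: potency is the fitted concentration of half-maximal effect; 0% = vehicle wells and -100% = peptide control; nearly all actives have a fitted effect of over 45% in size; some results filed as inactive show a strong effect at the top dose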
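AMA1 (3D7) with his tag at 25 nM final met compounds first, then biotinylated RON2 peptide at 25 nM; detection used donor plus acceptor beads, 10 µg/mL apiece, read by AlphaScreen after 30 min at room temperature.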
AmpC inh no detg = qHTS Inhibitors of AmpC Beta-Lactamase (assay without detergent); P00811; AmpC nitrocefin hydrolysis, absorbance 480 nm, 0.0001% Triton; Potency, µM (titrated, usually from 57.1 µM), inactives show at the highest dose activity change, negative = inhibition, usual class: inhibitors; actives 0.52% (n = 330,000); AID 485341, 2010;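 note: potency is the fitted concentration of half-maximal effect; plate controls were no compound for no effect and no enzyme for full effect; nearly all actives have a fitted effect of over 20% in size; some results filed as inactive show a strong effect at the top dose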
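AmpC (5.3 nM in the dispensed reagent) in 20 mM phosphate pH 7.0 with 0.01% (detergent screen) or 0.0001% Triton X-100 was preincubated with compounds for 15 min at room temperature. Nitrocefin was then added from an 800 uM solution, and hydrolysis was followed at 480 nm.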
Sm TGR block = qHTS Assay for the Inhibitors of Schistosoma Mansoni Peroxiredoxins | Potency, µM (top dose mostly 114 µM), for inactives: at the top dose activity change, negative = inhibition, hits mostly inhibitors | Schistosoma mansoni thioredoxin glutathione reductase (TGR), Q962Y6 | AID 485364, 2010 | purified TGR, DTNB reduction, TNB absorbance 405 nm | actives 3% (n = 360,000); note: potency is the fitted concentration of half-maximal effect; nearly all actives have a fitted effect of over 60% in size
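First, TGR (20 nM dispensed) and NADPH were mixed with compound. Second, a 15 min room-temperature incubation followed. Third, further NADPH and then DTNB were added to start the reaction. Finally, TNB absorbance was monitored kinetically.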
An asterisk follows results filed as active; ? = inconclusive; / = no result given; [ ] = another dose, or the depositor's remark. Unless noted, calls come from the whole dose curve; as a rule, active = well fitted curve in the direction sought with a large enough effect; inconclusive = small, poorly fitted or top-dose-only effect, or another doubt; inactive = no such curve, though single readings can be large; an effect the other way counts as inactive or inconclusive. Unless noted, % is set by controls: 0 for no effect and ±100 for the full control effect.

Second line of a record: FBPA Giardia inh, AmpC detergent, HCMV inh, AMA1 RON2 block, AmpC inh no detg, Sm TGR block
- CCn1cc(C(=O)OC)c(=O)c2cc(S(=O)(=O)N(C)C3CCCCC3)ccc21
 : 14%, 2%, 15, -5%, 55%, 13%
- COc1ccc(N2CCN(S(=O)(=O)CCNC(=O)C3CCCCC3)CC2)cc1
 : -6%, -10%, -28, -13%, 29%, 0%
- CCCCn1c(N)c(N(CCOC)C(=O)C2CC(=O)N(c3cccc(SC)c3)C2)c(=O)[nH]c1=O (stereo unspecified)
 : /, -15%, -7, -12%, 0%, -2%
- CCc1ccc(S(=O)(=O)Nc2cc3c(cc2C)n(C)c(=O)n3C)cc1
 : -2%, -9%, ?, -10%, -20%, -17%
- CCN(CC)CCCNC(=O)c1ccc(Cn2c(=O)[nH]c3cc(OC)c(OC)cc3c2=O)cc1
 : /, ?, 7, /, /, ?
- COc1ccccc1N1CCN(C(=O)Nc2cccc(C)c2)CC1
 : 1%, -15%, 46, 2%, 19%, 0%
- Cc1cc(C)cc(C(=O)NCC(=O)N2CCN(C(c3ccccc3)c3ccccc3)CC2)c1
 : 6%, ?, 33, -8%, -7%, -7%
- COC(=O)c1ccccc1NC(=O)[C@H]1O[C@@H]2OC(C)(C)O[C@@H]2[C@H]2OC(C)(C)O[C@H]21
 : /, -3%, 35, /, /, -2%
- CC(C)C(=O)N1CCC(CN=CC2=C(O)CC(C)(C)CC2=O)CC1
 : -5%, -1%, 40, 1%, 2%, 0%
- COc1cccc(/C=C/C(=O)OCC(=O)Nc2cccc(S(=O)(=O)N3CCOCC3)c2)c1OC
 : -4%, ?, -25, -5%, -26%[11.4 µM], -1%
- Cn1c(SCC(=O)NCC2CCCO2)nc2scc(-c3ccccc3)c2c1=O (stereo unspecified)
 : /, 3%, 41, -16%, 46%, -3%
- CC(Oc1ccc(Cl)cc1Cl)/C(N)=N/O (stereo unspecified)
 : 2%, -5%, -19, -4%, -12%, -2%
- CC(C)c1cc2c(c(O)c1O)[C@@]13CCCC(C)(C)C1CC2OC3=O (stereo partly specified)
 : 5µM*, ?, 9, -3%, -46%, 2.8µM*
- COc1ccccc1CN(C(=O)CNC(=O)c1ccco1)C(C(=O)NCC1CCCO1)c1ccc(OC)c(OC)c1 (stereo unspecified)
 : 8%, ?, -3, 9%, 4%, 0%
- O=C(Nc1ccc2oc(-c3cccnc3)nc2c1)c1ccc(-c2ccc(Cl)cc2)o1
 : /, 3%, -7, /, /, 32µM*

Ordered by formula weight (smallest number first): some entries from above
Second line of a record: FBPA Giardia inh, AmpC detergent, HCMV inh, AMA1 RON2 block, AmpC inh no detg, Sm TGR block
- CC(Oc1ccc(Cl)cc1Cl)/C(N)=N/O (stereo unspecified)
 : 2%, -5%, -19, -4%, -12%, -2%
- Cn1c(SCC(=O)NCC2CCCO2)nc2scc(-c3ccccc3)c2c1=O (stereo unspecified)
 : /, 3%, 41, -16%, 46%, -3%
- Cc1cc(C)cc(C(=O)NCC(=O)N2CCN(C(c3ccccc3)c3ccccc3)CC2)c1
 : 6%, ?, 33, -8%, -7%, -7%

Retrieved by compound from above (2):
Second line of a record: FBPA Giardia inh, AmpC detergent, HCMV inh, AMA1 RON2 block, AmpC inh no detg, Sm TGR block
- CCN(CC)CCCNC(=O)c1ccc(Cn2c(=O)[nH]c3cc(OC)c(OC)cc3c2=O)cc1
 : /, ?, 7, /, /, ?
- COc1cccc(/C=C/C(=O)OCC(=O)Nc2cccc(S(=O)(=O)N3CCOCC3)c2)c1OC
 : -4%, ?, -25, -5%, -26%[11.4 µM], -1%

Additional structures:
Second line of a record: FBPA Giardia inh, AmpC detergent, HCMV inh, AMA1 RON2 block, AmpC inh no detg, Sm TGR block
- N/C(=N\OS(=O)(=O)c1cc(Cl)ccc1Cl)c1ccncc1
 : 11%, 0%, -14, 8%, -3%, 3%
- O=c1/c(=C\c2cc([N+](=O)[O-])cc([N+](=O)[O-])c2O)sc2nc3ccccc3n12
 : 16µM*, ?, /, -13%, -46%, -2%
- O=C(COC(=O)/C=C/C(=O)N1CCN(c2ccccc2)CC1)NC(c1ccccc1)c1ccccc1
 : -12%, -5%, -31, -16%, 147%[activator], -24%
- Clc1cc(Cl)c2nc(N3CCOCC3)sc2c1
 : 2%, -5%, 64, 0%, -2%, 2%
- CC(=NCc1ccco1)c1c(C)[nH]n(-c2nc3ccccc3s2)c1=O
 : 1%, -15%, -9, 1%, -14%, -20%
- Cc1c(Cl)c([N+](=O)[O-])nn1CCCC(=O)N1CCN(c2ccccc2)CC1
 : 0%, 0%, 36, ?, 44%, -20%
- COc1ccc(NC(=O)C2Cc3ccccc3N2C(=O)c2ccccc2)c(OC)c1 (stereo unspecified)
 : /, 0%, 31, /, /, -11%
- O=C(Nc1ccccc1)[C@@H]1CCCN1S(=O)(=O)c1ccc(Cl)cc1
 : /, /, -29, -15%, -28%, /
- CCOc1ccc(NC(=S)N(Cc2ccc(N(C)C)cc2)Cc2ccco2)cc1
 : -3%, 2%, -5, ?, 6%, 9%
- CC1(C)CC2CC(C)(CN2C(=O)CCCN2C(=O)c3ccccc3C2=O)C1 (stereo unspecified)
 : -1%, -5%, ?, 9%, 11%, 19%
- c1csc(-c2nnc(COc3ccc4c(c3)OCO4)o2)c1
 : 0%, 6%, ?, -13%, -26%, 0%
- CC(=O)N(NC(N)=O)C(C)CC(=O)C1C(C)C=CCC1(C)C (stereo unspecified)
 : 6%, -1%, 8, -1%, 3%, -4%
- Cc1cccc(C)c1NC(=O)CNC(=O)c1ccc2c(c1)OCCO2
 : /, 1%, -1, -22%, -8%, 0%
- O=C1CN(C(=O)COC(=O)/C=C/c2ccc(S(=O)(=O)N3CCOCC3)cc2)c2ccccc2N1
 : 3%, -1%, 5, -2%, 26%, -6%
- O=C(COC(=O)c1ccccn1)c1cccc(Br)c1
 : -12%, 0%, 37, -8%, -40%, 10%

(list continues)
Second line of a record: FBPA Giardia inh, AmpC detergent, HCMV inh, AMA1 RON2 block, AmpC inh no detg, Sm TGR block
- O=C(Nc1cc(-c2ccccc2)[nH]n1)c1ccccc1F
 : -17%, 1%, 77, 0%, -30%, -18%
- Cc1cc(NC(=O)COC(=O)CCS(=O)(=O)c2ccc(Cl)cc2)no1
 : 1%, -1%, 41, 6%, -1%, 2%
- COc1cc(C(=O)N2CCCc3ccccc32)cc(OC)c1OC
 : 2%, ?, 9, -8%, 2%, -23%
- CC(C(=O)NCc1cccnc1)N1C(=O)c2ccccc2C1=O (stereo unspecified)
 : -1%, -1%, 36, -5%, -10%, -4%
- O=C(CSc1ccccn1)Nc1cccc([N+](=O)[O-])c1
 : -5%, 3%, 25, ?, -13%, 5%
- COCCN1Cc2cccc(C(=O)Nc3ccc(C)cc3)c2C1=O
 : -7%, 0%, -40, 1%, 2%, 2%
- CC(NS(=O)(=O)c1cccc(S(=O)(=O)c2ccccc2)c1)C(=O)O (stereo unspecified)
 : 17%, -4%, 13, -2%[2.32 µM], -15%, -8%
- NNC(=O)CCN1CCCCC1
 : 1%, -4%, -26, 46%[activator], -36%, 2%
- CCc1ccc(NC(=O)N(CCCN2CCOCC2)Cc2cccs2)cc1
 : 1%, -16%, -12, -5%, 26%, -1%
- COCC(=O)N1CCN(c2ccc([N+](=O)[O-])cc2)CC1
 : /, -4%, -29, 0%, -11%, 7%
- CC(N=Cc1c(O)n(C2CC2)c(=S)[nH]c1=O)c1ccccc1 (stereo unspecified)
 : -11%, -7%, 10, 2%, -25%, 9%
- O=c1c2c3c(sc2nc(N2CCNCC2)n1-c1cccc(Cl)c1)CCCCC3
 : 4%, 5%, /, /, -7%, 0%
- O=C1c2oc3ccccc3c(=O)c2C(c2cccs2)N1CCCN1CCOCC1 (stereo unspecified)
 : -12%, ?, -13, 7%, 12%, ?
- CSc1ccc(CNC(=O)c2sc3ncnc(N(C)C4CCCCC4)c3c2C)cc1
 : /, 0%, -19, /, /, 5%
- O=C(Nc1ccc(N2CCOCC2)cc1)C1(c2ccc(Cl)cc2)CCC1
 : -3%, 2%, -17, ?, 78%[activator], -4%

Compound profiles (already shown):
CC(NS(=O)(=O)c1cccc(S(=O)(=O)c2ccccc2)c1)C(=O)O (stereo unspecified) is listed as FBPA Giardia inh = 17%; AmpC detergent = -4%; HCMV inh = 13; AMA1 RON2 block = -2%[2.32 µM]; AmpC inh no detg = -15%; Sm TGR block = -8%
O=C(Nc1cc(-c2ccccc2)[nH]n1)c1ccccc1F is listed as FBPA Giardia inh = -17%; AmpC detergent = 1%; HCMV inh = 77; AMA1 RON2 block = 0%; AmpC inh no detg = -30%; Sm TGR block = -18%

Further compounds
Second line of a record: FBPA Giardia inh, AmpC detergent, HCMV inh, AMA1 RON2 block, AmpC inh no detg, Sm TGR block
- O=C(NCCCn1ccnc1)/C(=C\c1cccs1)NC(=O)c1ccco1
 : 0%, ?, 16, 2%, -14%, -8%
- Cc1ccc(NC(=O)CN2CCN(S(=O)(=O)c3ccc(C(C)C)cc3)CC2)cc1F
 : /, 11%, -11, /, /, 10%
- CCC(C)Sc1ccc([C@H]2N[C@@](CC(C)C)(C(=O)OC)[C@H]3C(=O)N(CC)C(=O)[C@@H]23)cc1 (stereo partly specified)
 : /, 1%, -10, -2%, 35%[activator], -29%
- COc1ccc(S(=O)(=O)N(C)CC(=O)Nc2ccccc2OC)cc1C
 : -2%, ?, -7, -5%, -2%, 5%
- CC(C)(C)c1ccc(C(=O)NC(=S)Nc2ccc(N3CCOCC3)cc2)cc1
 : 0%, -6%, -19, -1%, -18%, -7%
- COc1ccc(N(C)C(=O)c2ccc3c(Cl)c4c(nc3c2)CCCC4)c(OC)c1
 : -6%, 0%, 0, -19%, 196%[activator], -1%
- CCCn1c(C(Cc2ccccc2)NC(=O)COC)nc2ccccc21 (stereo unspecified)
 : 4%, -11%, 2, -4%, ?, 1%
- Cn1nc(-c2ccc(C(=O)Nc3cccc(Cl)c3)cc2)c2ccccc2c1=O
 : 4%, -21%, -14, 10%, -31%, -29%
- Cc1c(Cl)ccc(S(=O)(=O)N2CCN=C2c2ccccc2)c1Cl
 : 0%, -8%, ?, ?, 0%, -10%
- O=C(NCCCN1CCCC1=O)c1ccccc1OCc1ccc(Cl)cc1Cl
 : /, /, -27, -2%, 58%, /
- CCOCCCNCC(=O)N1CCN(S(=O)(=O)c2ccc(C)cc2)CC1
 : ?, 1%, -4, -8%, -3%, -33%
- O=C(Cc1ccccc1)Nc1c(C(=O)c2ccccc2)oc2ccccc12
 : /, -11%, -36, /, /, 1%
